# Mito fusion yeast = mitochondrial division inhibition or fusion activation; S. cerevisiae fusion-defective mutant growth rescue, CellTiterGlo 48 h; Potency, µM (titrated, usually from 46.1 µM), inactives show at the highest dose growth rescue (activation), usual class: activators; hit rate 0.23% among 320,000; AID 485298;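 also: potency is read from the fitted curve at half-maximal effect; % of control where 0% means no effect; nearly all actives have a fitted effect of over 45% in size; temperature-sensitive fusion mutants such as fzo1-1 at 37 °C on non-fermentable ethanol glycerol medium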
#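 Growth-rescue viability read-out: after 48 h at the non-permissive 37C in glycerol/ethanol YPEG, yeast mitochondrial fusion mutants are measured by CellTiterGlo luminescence; compounds (23 nl pinned per well) restoring growth score as division inhibitors or fusion activators.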
# TSHR antag = antagonists of human thyroid stimulating hormone receptor | P16473 | TSHR-expressing cells, TSH-stimulated cAMP HTRF, 2 h; stronger effect = lower value | activity change, negative = inhibition, % at 11.5 µM | hit rate 0.2% among 330,000;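 active = activity change below a set negative limit, meaning inhibition stronger than a set level, cut at about -70% in these data; inconclusive = activity change between two set negative limits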; also: % is scaled to controls: 0 for no effect and ±100 for the full control effect
#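 TSHR-expressing cells were treated with compounds, then stimulated with TSH at EC80 (4nM final) for 2 hours at 37 deg C. Cellular cAMP was measured by HTRF competition between lysate cAMP and cAMP-d2 for a cryptate-labelled anti-cAMP antibody.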
# Eya2 phos inh = inhibitors of human Eya2 phosphatase activity; O00167; recombinant Eya2, OMFP fluorescence dephosphorylation (OMFP is methylfluorescein phosphate); Potency, µM (top dose mostly 76.9 µM), without a hit: at the top dose activity, negative = inhibition, actives largely listed as inhibitors; hit rate 0.006% among 330,000; also: potency is read from the fitted curve at half-maximal effect; % is scaled to controls: 0 for no effect and ±100 for the full control effect
#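 Eya2 protein (added as 0.2 uM solution) was preincubated with compound for 10 min at ambient temperature in 50 mM HEPES pH 7.5, 50 mM NaCl, 5 uM MgCl2, 0.05% BSA, 1 mM DTT. OMFP (added at 50 uM) then reacted 10 min; fluorescence read at 485/525 nm.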
# AT treatment = potential ataxia-telangiectasia treatments restoring KAP-1 phosphorylation. […] A-T fibroblasts, KAP-1 phosphorylation AlphaLISA; neocarzinostatin DNA damage 30 min before lysis. Potency, µM (top dose mostly 57.5 µM), inactives show at the highest dose activation, hits mostly activators. hit rate 0.19% among 320,000. AID 485349; also: potency is read from the fitted curve at half-maximal effect; % of control where 0% means no effect; nearly all actives have a fitted effect of over 45% in size
#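 hTERT-immortalized A-T patient fibroblasts ([…]), 500 cells/well in OPTI-MEM, 1% FBS, got compounds for 60 min, then NCS for 30 min at 37C. Lysates were then assayed for phospho-KAP-1 by AlphaLISA (anti-pKAP1 donor, anti-KAP1 acceptor beads), 6 hr at 25C.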
# ELG1 repair inh = ELG1-dependent DNA repair inhibition | HEK293T ELG1-luciferase reporter, luminescence, 16 h; DNA damage induced by 5-fluorouridine | Potency, µM (series often up to 46.1 µM), without a hit: at the top dose activity change, negative = inhibition, hits mostly inhibitors | hit rate 2.3% among 330,000; also: potency is read from the fitted curve at half-maximal effect; % is scaled to controls: 0 for no effect and ±100 for the full control effect; nearly all actives have a fitted effect of over 55% in size
#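 5-Fluorouridine DNA damage + compound/DMSO, 2,000 cells/well, 16 h, 37 °C/5% CO2. ONE-Glo, 30 min RT, luminescence. Readout = decrease in reporter signal.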
# TSG101-PTAP inh = blocks PTAP/TSG101 interaction to inhibit HIV-1 budding; Q99816; Fluorescence polarization, FITC-PTAP peptide / Tsg101 binding; Potency, µM (series often up to 115 µM), for inactives: at the highest dose activity change, negative = inhibition, actives largely listed as inhibitors; 340,000 tested, under 10 active; active = well fitted inhibition curve with a large enough effect in the main read-out, with a control signal flat, not every such curve was filed as active; inconclusive = small, poorly fitted or top-dose-only effect, or effect the other way, or a change in a side signal; inactive = no such curve, though single readings can be large or run the other way; also: potency is read from the fitted curve at half-maximal effect; % of control where 0% means no effect
# Target sequence (Q99816 whole entry, looked up): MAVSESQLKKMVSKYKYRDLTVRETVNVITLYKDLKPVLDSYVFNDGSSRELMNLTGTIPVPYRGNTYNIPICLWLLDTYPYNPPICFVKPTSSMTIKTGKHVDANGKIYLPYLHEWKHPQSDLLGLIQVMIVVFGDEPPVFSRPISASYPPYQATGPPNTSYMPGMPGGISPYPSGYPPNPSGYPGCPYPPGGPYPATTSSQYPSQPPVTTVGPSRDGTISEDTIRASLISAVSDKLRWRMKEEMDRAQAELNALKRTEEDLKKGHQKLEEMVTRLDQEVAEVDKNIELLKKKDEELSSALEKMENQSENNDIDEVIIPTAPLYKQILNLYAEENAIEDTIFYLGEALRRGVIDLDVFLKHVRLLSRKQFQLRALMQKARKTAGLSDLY
#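 Steps: Tsg101 binding domain dispensed (10 uM final), compounds pinned in DMSO, FITC-labeled PTAP-motif peptide added (50 nM final); after 20 min binding at room temperature, polarization measured.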
# a7 integrin act = activators of alpha7 integrin expression for muscular dystrophy; alpha7betagal myoblasts, beta-gal FDG fluorescence, 48 h; Potency, µM (highest dose often 38.3 µM), for inactives: top-dose activation, most hits filed as activators; hit rate 0.064% among 350,000; AID 624291;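 also: potency is read from the fitted curve at half-maximal effect; 100% = response of the positive control SU9516; nearly all actives have a fitted effect of over 60% in size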
#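 Alpha7betagal+/- myoblasts (passage 13) were plated 16-24 hr, then exposed to compounds (1:260 dilution of DMSO stock) for 48 hours at 37C. After MPER lysis, β-galactosidase reporter activity was read as FDG fluorescence (ex 480/em 540) after 30 minutes.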
# ASM inhibitor = human S-ASM enzyme inhibition. P17405. placental ASM, HMU-PC fluorogenic substrate, 60 min. Potency, µM (highest dose often 57.5 µM), without a hit: top-dose activity change, negative = inhibition, hits mostly inhibitors. hit rate 0.006% among 340,000; also: potency is read from the fitted curve at half-maximal effect
#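 Fluorescence read-out (Ex 386 nm, Em 447 nm) after stopping the reaction at pH 10. Enzyme: ASM from human placenta; substrate HMU-PC0, 9 uM final; 60 min, 37 °C. Compound preincubation 10 min, ambient temperature.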
# TCR act = activates T cell receptor signaling; primary human leukocytes, anti-CD3, IL-2 HTRF, 48 h; AID 504894; 330,000 tested, under 10 active; Potency, µM (highest dose often 9.22 µM), without a hit: top-dose activation of IL-2 secretion, usual class: activators; also: % of control where 0% means no effect
#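 Using a-CD3 beads without co-stimulation, primary human leukocytes were exposed to compounds for 48 hr. An HTRF IL-2 kit measured the cytokine, with europium-to-d2 energy transfer producing emission at 665nm upon 320nm excitation.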
# Tb PFK inh = inhibitors of T. brucei phosphofructokinase; O15648; T. brucei PFK, ADP-Glo luminescence; Potency, µM (highest dose often 57.5 µM), for the others: top-dose activity, negative = inhibition, actives largely listed as inhibitors; hit rate 0.17% among 330,000; AID 485367;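 also: potency is read from the fitted curve at half-maximal effect; 0% = uninhibited 1x PFK enzyme wells and -100% = no-enzyme wells; nearly all actives have a fitted effect of over 60% in size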
# Target sequence (O15648 whole entry, looked up): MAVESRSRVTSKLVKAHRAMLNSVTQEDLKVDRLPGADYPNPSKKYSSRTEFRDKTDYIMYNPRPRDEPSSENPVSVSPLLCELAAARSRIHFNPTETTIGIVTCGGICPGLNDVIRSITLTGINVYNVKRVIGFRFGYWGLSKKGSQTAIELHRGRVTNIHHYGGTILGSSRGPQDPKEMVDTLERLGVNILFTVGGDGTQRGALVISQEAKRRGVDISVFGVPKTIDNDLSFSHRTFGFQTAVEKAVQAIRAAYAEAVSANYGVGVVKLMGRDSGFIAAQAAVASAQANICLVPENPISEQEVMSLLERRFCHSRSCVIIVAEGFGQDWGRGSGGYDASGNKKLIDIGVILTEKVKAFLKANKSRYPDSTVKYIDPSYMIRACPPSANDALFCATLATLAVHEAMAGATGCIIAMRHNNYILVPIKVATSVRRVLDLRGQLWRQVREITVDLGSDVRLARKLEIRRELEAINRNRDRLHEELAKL
#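 Activity is normalized to no-enzyme wells (full inhibition) and 1.25 nM enzyme wells (no inhibition). Reaction: 0.5 mM F6P, 0.1 mM ATP, 45 min RT, ADP-Glo luminescence; concentration-response curves fitted and classed by quality.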
# BCR signal inh = chronic active BCR signaling inhibition. ABC-DLBCL IkBa-CBG/CBR reporter, luminescence ratio, 4 h. Potency, µM (highest dose often 46.1 µM), without a hit: at the highest dose ratio change, negative = lower green/red ratio, most hits filed as inhibitors. hit rate 0.05% among 340,000. AID 493014; active = well fitted inhibition curve with a large enough effect in the signal ratio, with a control signal flat, not every such curve was filed as active; inconclusive = small, poorly fitted or top-dose-only effect, or effect the other way, or a change in a side signal; the % refers to the signal ratio;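 also: potency is read from the fitted curve at half-maximal effect; plate controls were basal doxycycline-induced cells for no effect and cells given 10 µM MG132 for full effect; MG132 reads +100%, hits lower the ratio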
#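 Doxycycline induced both beetle luciferases in TMD8 lymphoma cells; IKK-driven degradation limits the IkappaBalpha-fused green signal, while red luminescence normalises for cell number and nonspecific effects. Compounds tested up to 46 uM, 4 hrs.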
# * hit, by the source's call; ? = inconclusive; nt = not tested or not shown; [ ] = another dose, or the depositor's remark. Unless noted, calls follow the shape of the dose curve; as a rule, active = well fitted curve in the direction sought with a large enough effect; inconclusive = small, poorly fitted or top-dose-only effect, or another doubt; inactive = no such curve, though single readings can be large; an effect the other way counts as inactive or inconclusive.
entry	mol	Mito fusion yeast	TSHR antag	Eya2 phos inh	AT treatment	ELG1 repair inh	TSG101-PTAP inh	a7 integrin act	ASM inhibitor	TCR act	Tb PFK inh	BCR signal inh
1	COc1cccc(-c2cc(N)nn2C(=O)Nc2ccc(Cl)cc2)c1	28%	2	-5%	-4%	8%	-3%	10%	0%	-3%	-2%	4%
2	CCOC(=O)N1CCN(C(=O)c2cn(CC)c3ccc(S(=O)(=O)N4CC(C)CC(C)C4)cc3c2=O)CC1 (stereo not given)	11%	-3	1%	5%	-4%	-5%	-38%	4%	11%	1%	0%
3	COc1ccc2c(CC(=O)Nc3ccc(OC)c(S(=O)(=O)N4CCOCC4)c3)coc2c1	-2%	-4	0%	0%	-11%	-1%	-7%	-3%	0%[46.1 µM]	0%	?
4	CCOC(=O)C1CCCN(C(=O)Cc2ccc(OC)c(OC)c2)C1 (stereo not given)	-2%	-3	5%	3%	12%	0%	12%	8%	-8%	-12%	-1%
5	CCc1nc(SCC(=O)N2CCCC2)c2ccccc2n1	2%	1	22%	4%	-20%	-3%	-46%	-1%	-8%	-9%	?
6	CCCN1CCc2c(sc3nc(SC)n(-c4ccccc4)c(=O)c23)C1	3%	-15	-14%	9%	?	0%	-30%	26%	-4%	-1%	?
7	CCOC(=O)c1c(NC(=O)COC(=O)CC(NC(C)=O)c2ccccc2)sc(C(=O)NC)c1C (stereo not given)	0%	-7	-15%	5%	-3%	-6%	29%	-1%	-3%	-5%	5%
8	CC1(C)CC2CC(C)(CN2C(=O)COC(=O)c2cccc(O)c2)C1 (stereo not given)	8%	10	-16%	2%	0%	-9%	25%	1%	2%	0%	6%
9	O=C(CCC(F)(F)F)N1CCCC(CO)(CCc2ccccc2)C1 (stereo not given)	0%	5	1%	2%	3%	-5%	25%	-1%	-10%	9%	3%
10	CCSc1ccc(-c2ccco2)nn1	0%	2	-2%	4%	?	-3%	-74%[inhibitor]	0%	-34%	0%	10%
11	Cc1nn(CCOc2ccccc2)c(=O)n1-c1c(F)cccc1F	-3%	0	-11%	2%	?	2%	-16%	0%	2%	-5%	?
12	CN(C)S(=O)(=O)c1cccc(NC(=O)CSc2nncn2-c2ccccc2)c1	3%	-2	12%	-6%	?	-4%	-49%[inhibitor]	2%	-5%	-2%	-3%
13	CCCCNC(=O)c1cc(C)nc2ccccc12	3%	4	-5%	4%	9%	2%	-3%	2%	2%	2%	2%
14	CC1CCCC(C)N1CCCNC(=O)c1cc2c(s1)-c1ccccc1OC2 (stereo not given)	-3%	-14	4%	9%	17%	0%	-37%[inhibitor]	nt	2%	0%	?
15	Fc1ccc(NCc2nnc3n2CCCCC3)cc1	2%	-6	12%	-1%	10%	-2%	0%	5%	-1%	-7%	5%
16	CCOc1ccc(CNC(=O)c2ccccc2NC(=O)C2=CSCCO2)cc1	-2%	-12	11%	-6%	?	0%	-18%	-1%	0%	1%	8%
17	COc1ccc(C2N=C(c3ccccc3)NC(c3ccccc3)=N2)cc1	5%	23	0%	nt	-2%	-1%	-4%	-3%	-7%[46.1 µM]	-4%	1%
18	O=C(Nc1ccc(Cl)cc1Cl)c1cccc(N2C(=O)C=CC2=O)c1	15%	14	7%	0%	-17%	-6%	-48%[inhibitor]	0%	-1%	-3%	?
19	Cc1cc(C)c2cc(CN(Cc3cccnc3)C(=O)c3ccc(F)cc3)c(Cl)nc2c1	-5%	18	0%	4%	?	-7%	15%	-4%	-1%	-1%	3%
20	CCN(CC)CC(=O)N1CCCC(N2CCN(c3cccc(C(F)(F)F)c3)CC2)C1 (stereo not given)	-2%	1	13%	-5%	1%	-5%	0%	-2%	-4%	3%	3%
21	COc1ccc(NC(=S)NNS(=O)(=O)c2ccc3ccccc3c2)c(OC)c1	-6%	7	0%	-1%	-10%	-12%	-21%	9%	-10%	-2%	4%
22	CN(CC(=O)NCc1ccc(F)cc1)S(=O)(=O)c1ccc2c(c1)c(=O)n(C)c(=O)n2C	-3%	23	-11%	3%	13%	-4%	8%	-2%	-5%	-7%	-7%
23	CCOC(=O)c1c(C)[nH]c(C(=O)OC(C)C(=O)NCc2ccccc2)c1C (stereo not given)	5%	6	-14%	-3%	8%	-2%	24%	1%	4%	-3%	11%
24	COc1ccccc1CNc1nc2ccccc2n1CCN1CCCCC1	-18%	-1	11%	-10%	-21%	0%	-16%	1%	2%	0%	-2%
25	Cc1ccc(C(NC(=O)c2ccccc2)C(Cl)Cl)cc1 (stereo not given)	8%	-3	-9%	0%	-1%	-1%	4%	-5%	5%[46.1 µM]	?	-2%
26	Cc1ccc(/C=N/NC(=O)c2nnn(-c3nonc3N)c2CSc2ccc(Cl)cc2)o1	8%	-18	10%	-3%	-2%	3%	19%	2%	2%	0%	9%
27	O=C(CSc1nc2ccccc2[nH]1)NCc1ccco1	3%	2	-4%	11%	?	-8%	9%	4%	5%	3%	1%
28	N#C/C(=C\c1ccc(C(=O)O)cc1)c1nc2sc3c(c2c(=O)[nH]1)CCCC3	1%	8	19%	-1%	5%	?	28%	1%	4%	5%	?
29	CCCNC(=O)C(NS(=O)(=O)c1cccc2nsnc12)c1ccccc1 (stereo not given)	-1%	12	7%	-3%	-4%	-3%	24%	3%	0%	0%	-2%
30	CC(=O)Nc1ccc(NC(=O)C(C)OC(=O)/C=C/c2ccc3c(c2)OCO3)cc1 (stereo not given)	-2%	-1	5%	-4%	19%	-1%	0%	1%	-7%	-4%	-8%
31	Cc1cc(S(=O)(=O)NCc2ccccc2)ccc1OCC(=O)N1CCOCC1	-4%	8	10%	4%	-16%	-2%	-5%	1%	-7%	5%	-7%
32	O=C(NC1=NCCS1)c1cc(-c2ccc(F)cc2)nc2ccccc12	3%	-36	-2%	-3%	?	1%	7%	-1%	-1%[46.1 µM]	0%	?
33	COc1ccc(-c2csc(N(CC3CCCO3)C(=O)c3ccccc3)n2)cc1 (stereo not given)	-1%	0	-4%	12%	8.2µM*	-3%	-11%	-5%	-1%	0%	0%
34	O=C1[C@@H]2CSCN2C(=O)CN1Cc1c(F)cccc1Cl	3%	-5	-9%	1%	-2%	-3%	-2%	-1%	3%	3%	1%
35	COc1ccc(-c2ccnc3nc(/N=C/N(C)C)nn23)cc1	-5%	-6	13%	2%	?	0%	13%	463%[activator]	0%	0%	-29%
36	COc1ccc(NC(=O)Cn2c(-c3ccccc3)cc(C(C)=O)c2C)c(OC)c1	-1%	22	-10%	7%	5%	-4%	2%	-4%	-9%	2%	?
37	CCOC(=O)CCc1c(C)c(C#N)c2nc3ccccc3n2c1-n1ccnc1C	-3%	-4	-3%	6%	-5%	-3%	16%	2%	-9%	-2%	4%
38	Cc1cc(C)n(CC(O)COc2ccc(F)cc2)n1 (stereo not given)	-4%	0	2%	-17%	7%	-5%	7%	5%	-3%	6%	-1%
39	CCOC(=O)c1cc2ccccc2n1CC(=O)c1ccccc1	5%	2	-6%	3%	3%	-1%	-27%	-3%	-2%	0%	6%
40	CC(C)CN(C(=O)CCNC(=O)c1ccc(Cl)cc1)C1CCS(=O)(=O)C1 (stereo not given)	nt	5	4%	22%	?	-4%	-4%	-3%	0%	-7%	?
41	COc1ccc(-c2cc(=O)oc3cc(OCC(=O)NCCN4CCOCC4)ccc23)cc1	-2%	-5	2%	8%	-5%	-3%	-9%	-1%	15%	-2%	0%
42	COc1ccc(N2CCN(C3CC(=O)N(C)C3=O)CC2)cc1 (stereo not given)	-3%	-2	5%	-4%	3%	-8%	14%	0%	-2%	1%	-2%
43	CC1(C)N=C(c2ccc(Cl)cc2)C(=O)N1	0%	-10	-15%	1%	5%	nt	11%	-4%	nt	-2%	-2%

# Screening data (PubChem)
